TSG101-PTAP inh: qHTS Assay for Iinhibitors of HIV-1 Budding by Blocking the Interaction of PTAP/TSG101. Tumor susceptibility gene 101 protein (Homo sapiens), Q99816. Fluorescence polarization, FITC-PTAP peptide / Tsg101 binding. Potency, µM (series often up to 115 µM), without a hit: at the top dose activity change, negative = inhibition, actives largely listed as inhibitors. 340,000 tested, under 10 active. AID 493005, 2010; active = well fitted inhibition curve with a large enough effect in the main read-out, with a control signal flat, not every such curve was filed as active; inconclusive = small, poorly fitted or top-dose-only effect, or effect the other way, or a change in a side signal; inactive = no such curve, though single readings can be large or run the other way; also: potency is read from the fitted curve at half-maximal effect; % of control where 0% means no effect
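FP read-out: FITC-PTAP peptide, 50 nM final, binding Tsg101 binding domain, 10 uM final; 20 min, r.t.; 10 mM HEPES pH 7.5, 0.15 M NaCl, 0.01% Tween 20, 3 mM EDTA, 0.1 mM TCEP.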
TCR activator: Activators of T cell receptors: qHTS campaign; primary human leukocytes, anti-CD3, IL-2 HTRF, 48 h; Potency, µM (titrated, usually from 9.22 µM), for inactives: at the highest dose activation of IL-2 secretion, hits mostly activators; 330,000 tested, under 10 active; also: % of control where 0% means no effect
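Compounds are tested in HTS on primary human leukocytes co-incubated with a-CD3 beads for 48 hr. IL-2 output is measured by time-resolved FRET.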
CXXC DNA block: qHTS Fluorescence Polarization Assay for Inhibitors of MLL CXXC domain - DNA interaction; Histone-lysine N-methyltransferase 2A (Homo sapiens), Q03164; MLL-CXXC / FITC-HOXA9 DNA fluorescence polarization; AID 2662, 2010; Potency, µM (highest dose often 115 µM), inactives show at the highest dose activity change, negative = inhibition, most hits filed as inhibitors; 0.037% of 290,000 active; active = well fitted inhibition curve with a large enough effect in the polarisation, with a control signal flat, not every such curve was filed as active; inconclusive = small, poorly fitted or top-dose-only effect, or effect the other way, or a change in a side signal; inactive = no such curve, though single readings can be large or run the other way; the % refers to the polarisation; also: potency is read from the fitted curve at half-maximal effect
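Purified MLL-CXXC (added from a 7 uM solution) was preincubated 5 min at ambient with pinned compounds in 50 mM Tris-HCl pH 7.5, 50 mM NaCl, 1 mM DTT, 0.05% BSA. Fluorescein-labeled HOX-A9 DNA (50 nM solution) followed, 30 min, then polarization read.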
B2AR arrestin: qHTS assay of beta-arrestin-biased ligands of beta2-adrenergic receptor. Beta-2 adrenergic receptor (Homo sapiens), P07550. beta-arrestin recruitment to beta2AR, cell-based reporter. Potency, µM (series often up to 46.1 µM), inactives show top-dose activation, most hits filed as activators. 0.02% of 330,000 active. AID 492947, 2010;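 also: potency is read from the fitted curve at half-maximal effect; 0% = DMSO controls and full agonism = EC100 isoproterenol or metaproterenol; nearly all actives have a fitted effect of over 65% in size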
A-T KAP1 phos: qHTS Assay for Identifying a Potential Treatment of Ataxia-Telangiectasia. […] A-T fibroblasts, KAP-1 phosphorylation AlphaLISA; neocarzinostatin DNA damage 30 min before lysis. Potency, µM (titrated, usually from 57.5 µM), inactives show top-dose activation, actives largely listed as activators. 0.19% of 320,000 active; also: potency is read from the fitted curve at half-maximal effect; % of control where 0% means no effect; nearly all actives have a fitted effect of over 45% in size
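ATM-like activity read as KAP-1 phosphorylation via AlphaLISA donor/acceptor antibody pairs after lysis and 6 hr at 25C. Cells were ATM-null patient fibroblasts ([…], hTERT), dosed 60 min, then exposed to the DSB inducer NCS for 30 min.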
Integrin act MD: qHTS for Activators of Integrin-Mediated Alleviation for Muscular Dystrophy | alpha7betagal myoblasts, beta-gal FDG fluorescence, 48 h | Potency, µM (series often up to 38.3 µM), for the others: top-dose activation, most hits filed as activators | 0.064% of 350,000 active;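 also: potency is read from the fitted curve at half-maximal effect; 100% = response of the positive control SU9516; nearly all actives have a fitted effect of over 60% in size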
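alpha7betagal+/- myoblasts (passage 13, 250/well) treated 48 h at 37C with compounds at 1:260 dilution of DMSO stock. Lysed, then beta-galactosidase activity read as FDG fluorescence (ex 480/em 540) after 30 min, with pre-read for autofluorescence.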
p53 reactivation: qHTS assay for re-activators of p53 using a Luc reporter. H1299 p53-A138V BP100-luciferase reporter, luminescence, 24 h. Potency, µM (highest dose often 92.2 µM), for the others: at the top dose activity change, positive = activation, hits mostly activators. 0.063% of 320,000 active; also: potency is read from the fitted curve at half-maximal effect; % of control where 0% means no effect; nearly all actives have a fitted effect of over 45% in size
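H1299 (p53-null), stable ts p53-A138V + BP100-Luc; 1000 cells/well, Opti-MEM/10% FBS; cpd 4 pt, 1:5; 24 h, 37 deg C, 5% CO2; detection reagent 10 min RT; luminescence.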
TRPV1 agonist: HTS Assay for Compounds that Act as Agonists of the Vanilloid Receptor 1; activation, % at 8.33 µM; AID 540275, 2011; 0.19% of 320,000 active; Transient receptor potential cation channel subfamily V member 1 (Homo sapiens), Q8NER1; TRPV1-expressing cells, Fluo-8 calcium influx, agonist mode; in the data active = activation above about 80%; inconclusive = between about 30% and that limit; also: 0% is about no effect
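Fluo-8 calcium influx in TRPV1-expressing cells, kinetic read (ex 480/em 520 nm). Compound added and read 3 min for agonist activity, followed by capsaicin at EC20 final and 2 min further read for enhancement.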
BRCA1 expr act: qHTS Assay to Identify Small Molecule Activators of BRCA1 Expression; MCF7-BRCA1-FFLuc reporter, luminescence, 48 h; response scale: scaled: vehicle 0%, 10 µM genistein 100%; Potency, µM (doses to about 46.1 µM), for inactives: top-dose activation, most hits filed as activators; 1.1% of 380,000 active; also: potency is read from the fitted curve at half-maximal effect; nearly all actives have a fitted effect of over 80% in size; some results filed as inactive show a strong effect at the top dose
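MCF7-BRCA1-FFLuc, 2000 cells/well; 2 h attach, 37 °C/5% CO2; compound 48 h; luciferase substrate 15 min; luminescence end-point. Norm. to genistein 10 microM max activation and DMSO; concentration-response curves fitted.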
ELG1 DNA repair: qHTS screen for small molecules that inhibit ELG1-dependent DNA repair in human embryonic kidney (HEK293T) cells expressing luciferase-tagged ELG1 | HEK293T ELG1-luciferase reporter, luminescence, 16 h; DNA damage induced by 5-fluorouridine | Potency, µM (doses to about 46.1 µM), without a hit: at the highest dose activity change, negative = inhibition, usual class: inhibitors | 2.3% of 330,000 active; also: potency is read from the fitted curve at half-maximal effect; % is scaled to controls: 0 for no effect and ±100 for the full control effect; nearly all actives have a fitted effect of over 55% in size
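5-Fluorouridine DNA damage + compound/DMSO, 2,000 cells/well, 16 h, 37 °C/5% CO2. ONE-Glo, 30 min RT, luminescence. Readout = decrease in reporter signal.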
* marks the source's active call; other numbers are inactive results; & = joins results of further samples; [ ] = remark or other dose. Unless noted, calls follow the shape of the dose curve; as a rule, active = well fitted curve in the direction sought with a large enough effect; inconclusive = small, poorly fitted or top-dose-only effect, or another doubt; inactive = no such curve, though single readings can be large; an effect the other way counts as inactive or inconclusive.

How did O=C(NCc1ccccc1)C(c1ccncc1)N(C(=O)c1ccccn1)c1ccccc1 (configuration not stated) do in these assays?
TSG101-PTAP inh: -1%; TCR activator: 4%; CXXC DNA block: 3%; B2AR arrestin: 0.0%; A-T KAP1 phos: 7%; Integrin act MD: -15%; p53 reactivation: 26%; TRPV1 agonist: 0; BRCA1 expr act: 73%; ELG1 DNA repair: inconclusive

What do the screens show for `C=CCC(C(=O)c1ccccc1)[N+](C)(C)CC=C` (configuration not stated)?
TSG101-PTAP inh: -2%; TCR activator: 4%; CXXC DNA block: -18%; B2AR arrestin: 0.1%; A-T KAP1 phos: -5%; Integrin act MD: 5%; p53 reactivation: 29%; TRPV1 agonist: 2; BRCA1 expr act: -19%; ELG1 DNA repair: 0%

What do the screens show for `CCOC(=O)c1ccc(NC(=O)c2nc[nH]c2C(=O)NCC(=O)OC(C)(C)C)cc1`?
TCR activator: -3%; CXXC DNA block: 19%; B2AR arrestin: -0.2%; A-T KAP1 phos: 14%; Integrin act MD: -31%; p53 reactivation: 1%; TRPV1 agonist: 10; BRCA1 expr act: -5%; ELG1 DNA repair: -15%

Results for O=C(NCCCN1CCOCC1)C(=O)NCC1CCCO1 (configuration not stated) ?
TSG101-PTAP inh: -1%; TCR activator: 1%[46.1 µM]; CXXC DNA block: -3%; B2AR arrestin: -0.1%; A-T KAP1 phos: 1%; Integrin act MD: -15%; p53 reactivation: 0%; TRPV1 agonist: 0; BRCA1 expr act: -17%; ELG1 DNA repair: 10%

What do the screens show for `O=C1c2cccc3c2N(CCC3)C(=O)C1(F)c1ccccc1` (configuration not stated)?
TSG101-PTAP inh: -3%; TCR activator: 3%; Integrin act MD: 14%; BRCA1 expr act: -26%

How did COC(=O)CNC(=O)C1CCN(C(=O)OCc2ccccc2)CC1 do in these assays?
TSG101-PTAP inh: -4%; TCR activator: 9%; CXXC DNA block: 5%; B2AR arrestin: -0.2%; A-T KAP1 phos: 1%; Integrin act MD: 28%; p53 reactivation: inconclusive; TRPV1 agonist: -4; BRCA1 expr act: 96%; ELG1 DNA repair: 8%

What do the screens show for `COc1ccc(CCn2nnnc2CN2CCN(C(=O)c3ccco3)CC2)cc1OC`?
TSG101-PTAP inh: 0%; TCR activator: -13%; CXXC DNA block: 4%; B2AR arrestin: -0.1%; A-T KAP1 phos: 4%[11.5 µM]; Integrin act MD: -8%; p53 reactivation: -1%; TRPV1 agonist: 0; BRCA1 expr act: 1%; ELG1 DNA repair: 2%

How did COc1ccccc1CNC(=O)C1CCCN(c2cnccn2)C1 (configuration not stated) do in these assays?
TSG101-PTAP inh: -3%; TCR activator: -3%; CXXC DNA block: -10%; B2AR arrestin: 0.2%; A-T KAP1 phos: -3%; Integrin act MD: 7%; p53 reactivation: 8%; TRPV1 agonist: 17; BRCA1 expr act: -13%; ELG1 DNA repair: 12%

Results for C=C(C)Cn1c(SCC)nc2ccccc2c1=O ?
TSG101-PTAP inh: -2%; TCR activator: 1%; CXXC DNA block: -2%; B2AR arrestin: 0.4%; A-T KAP1 phos: 22%; Integrin act MD: -10%; p53 reactivation: 2%; TRPV1 agonist: 4; BRCA1 expr act: 0%&13%; ELG1 DNA repair: inconclusive

How did CCc1ccc(NC(=O)Cn2nc(C(F)(F)F)c3c2CCC3)cc1 do in these assays?
TSG101-PTAP inh: -5%; TCR activator: -1%; CXXC DNA block: 2%; B2AR arrestin: -0.2%; A-T KAP1 phos: 10%; Integrin act MD: 2%; p53 reactivation: 2%; TRPV1 agonist: -1; BRCA1 expr act: -21%; ELG1 DNA repair: -19%

How did COc1ccc(NC(=O)CN(c2cc(C)cc(C)c2)S(=O)(=O)c2c(C)noc2C)cc1OC do in these assays?
TSG101-PTAP inh: -5%; TCR activator: 2%[46.1 µM]; CXXC DNA block: 2%; B2AR arrestin: -0.9%; A-T KAP1 phos: -3%; Integrin act MD: -15%; p53 reactivation: 6%; TRPV1 agonist: 0; BRCA1 expr act: -7%; ELG1 DNA repair: inconclusive

How did CCN(CC)S(=O)(=O)c1ccc(C(=O)OCC(=O)NCCN2C(=O)CSC2=O)cc1 do in these assays?
TSG101-PTAP inh: -1%; TCR activator: -15%; CXXC DNA block: -7%; B2AR arrestin: 0.3%; A-T KAP1 phos: 1%; Integrin act MD: 19%; p53 reactivation: 4%; TRPV1 agonist: -4; BRCA1 expr act: -4%; ELG1 DNA repair: 15%

What do the screens show for `Cc1ccc(NC(=O)CCc2nnc3ccc(NCc4ccco4)nn23)nc1`?
TSG101-PTAP inh: -5%; TCR activator: 6%; CXXC DNA block: 0%; B2AR arrestin: 0.2%; A-T KAP1 phos: 1%; Integrin act MD: 0%; p53 reactivation: -13%; TRPV1 agonist: -3; BRCA1 expr act: 20%; ELG1 DNA repair: -29%

What do the screens show for `FC(F)(F)C1=CC(c2ccc(Cl)cc2)=NCCN1`?
TSG101-PTAP inh: -3%; TCR activator: 7%; CXXC DNA block: -10%; B2AR arrestin: 0.1%; Integrin act MD: -7%; p53 reactivation: -13%; TRPV1 agonist: 7; BRCA1 expr act: -19%; ELG1 DNA repair: 6%

What do the screens show for `Cc1ccc(S(=O)(=O)N(C)Cc2ccc(C(=O)N/N=C/c3ccc(OC(F)F)cc3)cc2)cc1`?
TSG101-PTAP inh: -3%; TCR activator: 0%[46.1 µM]; CXXC DNA block: 2%; B2AR arrestin: -0.6%; A-T KAP1 phos: 1%; Integrin act MD: 21%; p53 reactivation: 7%; TRPV1 agonist: 16; BRCA1 expr act: -58%; ELG1 DNA repair: -6%

What do the screens show for `CCCN(CC(=O)Nc1ccccc1OC)C(=O)c1ccccn1`?
TSG101-PTAP inh: 0%; TCR activator: -5%[46.1 µM]; B2AR arrestin: -0.3%; A-T KAP1 phos: -9%; Integrin act MD: 1%; p53 reactivation: 7%; BRCA1 expr act: 4%; ELG1 DNA repair: 13%

How did COc1cccc(NC(=O)c2c(F)cccc2F)c1 do in these assays?
TSG101-PTAP inh: 0%; TCR activator: -8%; B2AR arrestin: -0.1%; Integrin act MD: 0%; p53 reactivation: 8%; TRPV1 agonist: inconclusive; BRCA1 expr act: inconclusive; ELG1 DNA repair: inconclusive

How did Cc1cc(C)c(C)c(S(=O)(=O)N2CCNCC2)c1C do in these assays?
TSG101-PTAP inh: -7%; TCR activator: -8%; CXXC DNA block: 10%; B2AR arrestin: 0.0%; A-T KAP1 phos: -1%; Integrin act MD: 2%; p53 reactivation: -3%; TRPV1 agonist: 0; BRCA1 expr act: -12%; ELG1 DNA repair: 7%

What do the screens show for `COc1ccccc1NS(=O)(=O)c1cc(NC(=O)CCNC(C)=O)ccc1C`?
TSG101-PTAP inh: -2%; TCR activator: -5%; CXXC DNA block: 3%; B2AR arrestin: -0.1%; A-T KAP1 phos: 2%; Integrin act MD: inconclusive; p53 reactivation: 4%; TRPV1 agonist: 0; BRCA1 expr act: -23%; ELG1 DNA repair: 9%

How did FCCCOc1ccc(-c2nccc(-c3ccccn3)n2)cc1 do in these assays?
TSG101-PTAP inh: -4%; TCR activator: 1%; CXXC DNA block: 1%; B2AR arrestin: -0.9%; A-T KAP1 phos: 48%; Integrin act MD: -8%; p53 reactivation: 8%; TRPV1 agonist: 6; BRCA1 expr act: 83%; ELG1 DNA repair: inconclusive

How did O=C(NNC(=O)c1cncc(Br)c1)c1ccncc1 do in these assays?
TSG101-PTAP inh: -4%; B2AR arrestin: 0.0%; A-T KAP1 phos: 7%; Integrin act MD: 16%; p53 reactivation: 12%; TRPV1 agonist: 1; BRCA1 expr act: 5%; ELG1 DNA repair: -4%

How did Cc1c(CCOC(=O)c2ccccc2)sc[n+]1Cc1ccccc1 do in these assays?
TSG101-PTAP inh: -4%; TCR activator: 1%[46.1 µM]; CXXC DNA block: 2%; B2AR arrestin: -1.1%; A-T KAP1 phos: -4%; Integrin act MD: -38%; p53 reactivation: 1%; TRPV1 agonist: 4; BRCA1 expr act: -28%; ELG1 DNA repair: -3%

Results for FC(F)(F)c1cccc(Cn2nnnc2-c2cc(Cl)cc(Cl)c2)c1 ?
TSG101-PTAP inh: -3%; TCR activator: 4%; CXXC DNA block: -4%; B2AR arrestin: -0.1%; A-T KAP1 phos: 12%; Integrin act MD: 13%; p53 reactivation: 11%; TRPV1 agonist: 0; BRCA1 expr act: -41%; ELG1 DNA repair: 1%
